Scp-1 inhibitor: blocks human Scp-1 phosphatase activity; Recombinant Scp1, phosphopeptide, malachite green phosphate absorbance; 0.88% of 340,000 active; inhibition, % at 20 µM; AID 493091;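 active = inhibition above about 50% at 20 µM, limit read from the data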;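 also: plate controls were DMSO wells with enzyme for no effect and wells lacking enzyme for full effect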
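System: SCP-1 catalytic domain; Reagent: Phospho 17-mer peptide substrate; Doses: one concentration, 20 µM, with 1.0% DMSO; Incubation: 45 min room-temperature reaction, 5 min colour, 30 min stabiliser; Signal: Phosphate-binding colour reagent, absorbance read at 630 nm.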
bovine MsrA act: activates bovine MsrA enzyme | purified bovine MsrA, absorbance read-out | activation, % at 10.6 µM | 0.3% of 360,000 active; in the data active = activation above about 7.5%;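 also: 0% = vehicle and 100% = reference activator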
STEP block: inhibitors of human striatal-enriched phosphatase STEP | P54829 | recombinant STEP, OMFP fluorogenic substrate, fluorescence | inhibition, % at 20 µM | 0.25% of 360,000 active;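 active = inhibition at 20 µM, scaled per plate between control wells, above about 37%, limit read from the data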;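 also: 0% = DMSO with enzyme and substrate and 100% = substrate only without enzyme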
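Measure: Control-normalized % inhibition with plate pattern correction | Test system: STEP phosphatase, cell-free reaction | Medium: pH 6.0 Bis-Tris with DTT and Tween 20 | Technique: Fluorescence, 480/540 nm | Times: Reaction 20 min, ambient temperature | Doses: Single compound dose of 20 µM, 1% DMSO final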
DNMT1 block: inhibitors of human DNMT1; P26358; DNMT1 molecular beacon, Hinp1I cleavage, fluorescence; inhibition (reported as % activation of signal), % at 10 µM; 0.83% of 360,000 active; in the data active = inhibition above about 50%
TbMetRS inhib: Trypanosoma brucei MetRS inhibition; purified T. brucei MetRS, ATP depletion, Kinase-Glo luminescence; inhibition, % at 11.9 µM; 0.4% of 360,000 active;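 active = inhibition above a per-plate cutoff of the control wells' mean inhibition plus 3 SD, cut at about 5.5% in these data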;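 also: 0% = DMSO wells median and 100% = median of wells with control inhibitor compound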
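assay system = parasite MetRS enzyme | timing = 15 min preincubation, 2 h reaction, all 25 °C | evaluation = percent inhibition relative to median high and low control wells | medium = HEPES buffer containing pyrophosphatase, BSA, spermine, DTT | compound = single dose, 11.9 µM final nominal, 0.9% final DMSO | detection = Kinase-Glo luminescence, ATP depletion format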
SUMO1-SIM PPI: SUMO1-SIM interaction modulation; inhibition, % at 20 µM; SUMO1 binding to a labelled peptide, TR-FRET, 1 h; P63165; 0.33% of 360,000 active; in the data active = inhibition above about 37%
Target sequence (P63165 whole entry, looked up): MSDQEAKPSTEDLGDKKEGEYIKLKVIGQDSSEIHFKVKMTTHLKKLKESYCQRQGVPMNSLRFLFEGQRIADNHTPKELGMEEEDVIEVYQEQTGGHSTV
NRP1-CendR mod: alters CendR peptide binding to human NRP-1. FAM-RPARPAR peptide binding to NRP-1, fluorescence polarization. 0.85% of 360,000 active. inhibition, % at 25 µM;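 active = inhibition or corrected inhibition above about 18%, plus a signal ratio from 0.5 to 1.5, limit read from the data, passing the limit was not always enough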; also: strong numbers were not always called active
MsrA inhibitor: bovine MsrA inhibition; AID 651718; 0.75% of 360,000 active; inhibition, % at 15.5 µM; purified bovine MsrA, absorbance read-out; in the data active = inhibition above about 4.5%;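 also: 0% = vehicle wells with enzyme and 100% = reference inhibitor wells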
LMPTP inh: blocks human LMPTP phosphatase | P24666 | recombinant LMPTP-A, OMFP fluorogenic substrate, fluorescence intensity | inhibition, % at 20 µM | 0.22% of 360,000 active | AID 651560;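 active = compounds that cut the enzyme signal by at least half of the control window in the single-dose screen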;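 also: plate controls were DMSO wells with enzyme plus substrate for no effect and substrate without enzyme for full effect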
Target sequence (P24666 whole entry, looked up): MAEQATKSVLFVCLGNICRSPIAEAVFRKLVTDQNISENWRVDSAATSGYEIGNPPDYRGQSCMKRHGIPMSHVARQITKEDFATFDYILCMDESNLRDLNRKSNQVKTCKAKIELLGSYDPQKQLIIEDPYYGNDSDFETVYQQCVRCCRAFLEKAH
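Test system: LMPTP-A phosphatase enzyme; input: 0.625 nM LMPTP-A final; reagent: OMFP substrate, 400 µM final; compound dosing: 20 µM single dose, 3% DMSO; incubation: 50 min dark incubation at room temperature; measured by: endpoint fluorescence intensity from OMFP dephosphorylation; measure: % inhibition relative to no-enzyme and uninhibited control wells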
eLon inh: E. coli protease La inhibition. P0A9M0. purified E. coli Lon protease, fluorescence polarization. inhibition, % at 7.94 µM. 0.42% of 360,000 active; in the data active = inhibition above about 13%, passing the limit was not always enough;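 also: 0% = enzyme with probe and DMSO and 100% = no enzyme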
Target sequence (P0A9M0 whole entry, looked up): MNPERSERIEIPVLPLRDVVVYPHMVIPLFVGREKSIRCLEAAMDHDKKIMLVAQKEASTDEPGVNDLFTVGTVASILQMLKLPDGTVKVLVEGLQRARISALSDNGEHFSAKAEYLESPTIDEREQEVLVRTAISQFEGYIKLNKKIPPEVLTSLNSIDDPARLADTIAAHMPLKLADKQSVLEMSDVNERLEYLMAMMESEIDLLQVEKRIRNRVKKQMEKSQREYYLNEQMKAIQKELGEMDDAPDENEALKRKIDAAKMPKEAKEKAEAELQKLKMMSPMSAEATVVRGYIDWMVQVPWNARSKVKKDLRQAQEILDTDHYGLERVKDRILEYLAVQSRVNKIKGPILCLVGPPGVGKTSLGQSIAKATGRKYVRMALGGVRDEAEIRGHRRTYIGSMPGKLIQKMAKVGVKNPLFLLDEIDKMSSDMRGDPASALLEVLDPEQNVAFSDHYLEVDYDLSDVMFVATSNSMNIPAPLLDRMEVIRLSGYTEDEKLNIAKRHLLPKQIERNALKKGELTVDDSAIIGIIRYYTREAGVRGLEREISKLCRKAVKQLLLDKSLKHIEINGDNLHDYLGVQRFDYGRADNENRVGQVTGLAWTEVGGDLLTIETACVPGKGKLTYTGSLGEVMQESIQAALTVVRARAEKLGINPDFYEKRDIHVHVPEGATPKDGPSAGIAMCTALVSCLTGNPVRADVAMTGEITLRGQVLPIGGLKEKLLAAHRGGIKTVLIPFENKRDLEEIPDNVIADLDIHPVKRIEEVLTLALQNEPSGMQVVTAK
Active calls of the source: *; x = not tested or not shown.

SMILES	Scp-1 inhibitor	bovine MsrA act	STEP block	DNMT1 block	TbMetRS inhib	SUMO1-SIM PPI	NRP1-CendR mod	MsrA inhibitor	LMPTP inh	eLon inh
O=C(NCCOc1cccc(Oc2ccccc2)c1)c1cc(-n2cnnc2)ccc1Cl	2	-3	0	-10	-0.5	2	1	1.6	0.8	-4
Cc1ccccc1OCc1nc2c3c(ncn2n1)-c1ccccc1CC31CCCC1	-5	-4	2	2	0.5	1	4	-0.8	2.0	2
Cc1ccc(N(C(=O)CNC(=O)c2ccco2)C(C(=O)NC2CCCC2)c2ccncc2)c(C)c1 (centres undefined)	3	-10	-1	3	-1.2	-1	-3	1.3	-1.0	11
COc1ccccc1CN1C[C@@H]2C[C@@H](c3cccc(C)n3)N3CCC[C@@]23C1=O	-7	-5	-3	-1	-0.8	2	0	0.7	-0.1	0
Cc1cccc(COC[C@H](CC(C)C)N2CCN(C(=O)c3ccc(C(F)(F)F)cc3)CCC2=O)c1	x	0	x	x	-1.0	-4	-4	0.5	0.8	-5
COc1cccc(CNC(=O)c2ccc(NC(=O)C3CCCO3)cc2)c1 (centres undefined)	-1	3	1	0	0.3	-1	10	0.6	-1.3	-4
COc1ccc(/C=C(/CC(=O)NCc2ccc(Cl)cc2)c2nc3ccccc3s2)cc1	-11	0	0	-9	-0.3	-6	-5	1.4	4.2	-18
COc1ccc(OCC(=O)NCc2n[nH]c(=O)c3ccccc23)cc1	-5	-2	1	2	-0.5	7	8	0.7	-0.9	10
N#Cc1c(C#N)c(-c2ccccc2)n(-c2ccccc2)c1N	-7	-4	5	-7	-0.6	-2	6	0.1	-0.5	-7
CCOC(=O)CCn1cc(F)c(=O)[nH]c1=O	0	-4	3	-1	-0.1	-2	1	-1.1	-0.4	-5
N#Cc1ccc(CO/N=C/c2ccccc2)cc1	-7	-1	-2	1	-0.1	1	2	1.2	-0.3	-2
O=[N+]([O-])c1cccc2c(N3CCCC3)ccnc12	-7	20*	0	2	-0.7	-46	-2	1.8	0.2	-6
COc1ccccc1NC(=O)C(C)OC(=O)CC1CCCCC1 (centres undefined)	-10	-1	4	0	-0.3	7	3	-0.2	-0.2	0
CC(C)Cc1ccc(CN2CCCC(NC(=O)c3ccnn3C)C2)cc1 (centres undefined)	-2	0	-1	-1	-0.4	-2	-6	0.0	0.1	-10
Nc1c(C(=O)NC2CCCC2)c2nc3ccccc3nc2n1/N=C/c1cccnc1	-9	-2	5	41	0.6	6	7	1.1	5.1	7
COc1ccc(S(=O)(=O)NCC2CCCN(C(=O)C=C(C)C)C2)cc1 (centres undefined)	-2	-2	-2	-3	-0.4	0	7	-0.8	0.2	-3
O=C(CSc1nnc(NC(=O)c2c(F)cccc2F)s1)NCc1ccc(F)cc1	0	-4	-4	3	-0.4	8	16	-0.3	-1.8	-6
CCOC(=O)c1oc2cc(O)cc(C)c2c1C	-13	-2	-3	5	0.1	-14	-2	0.2	0.5	-6
CN(C)c1ccc(/C=N/NC(=O)c2cc(=O)[nH]c3ccccc23)cc1	0	-2	0	1	-0.4	-17	-9	7.1*	3.2	-6
O=C(CSc1nc(C2CC2)nc2ccccc12)Nc1ccccc1N1CCOCC1	-9	-1	1	-5	0.4	0	-5	2.1	0.8	0
C[C@@H]1CN([C@@H](C)CO)C(=O)c2cc(NC(=O)Nc3ccccc3)ccc2O[C@@H](C)CCCCO[C@H]1CN(C)C(=O)Nc1ccc(C(F)(F)F)cc1	x	-4	-4	-17	18*	1	-16	0.1	-0.6	1
O=C(CC(C(=O)O)N1CCOCC1)Nc1ccc(Cl)cc1 (centres undefined)	-6	-2	-5	-5	-0.6	0	-10	0.2	-1.0	-4
C[C@H]1C=C(C(=O)NCc2nc3ccccc3[nH]2)O[C@@H](OCc2ccc(CO)cc2)C1	2	-5	0	-1	24*	-1	22	-0.9	-2.6	0
CN(C)c1ccc2nsnc2c1[N+](=O)[O-]	-4	-4	3	-1	2.2	-43	9	1.6	0.5	-4
Cc1nnc(SCC(=O)NC2CCCC2)n1CCc1ccccc1	-5	-1	1	2	0.2	6	5	-0.6	-2.1	-1

Further compounds follow.
SMILES	Scp-1 inhibitor	bovine MsrA act	STEP block	DNMT1 block	TbMetRS inhib	SUMO1-SIM PPI	NRP1-CendR mod	MsrA inhibitor	LMPTP inh	eLon inh
Cc1cc(C)c(C(=O)COC(=O)C2CC3CCCC(C2)C3=O)c(C)c1 (centres undefined)	-1	-7	1	4	-0.8	4	4	0.6	3.5	-11
COc1cccc(CN2CC(C(=O)NCCc3ccc(C)s3)CCC2=O)c1 (centres undefined)	-4	-7	0	2	-0.4	0	4	1.5	3.7	-17
CCCCNC(=O)C[C@@H]1C[C@@]2(C(=O)OC)CCCCC=C2N(CCc2ccc(OC)c(OC)c2)C1=O	x	x	x	x	-0.9	-3	2	0.3	-2.1	x
CC1(Cc2cc(Cl)ccc2C(F)(F)F)C(=O)Nc2ccc(S(=O)(=O)NC3CCCCC3)cc21 (centres undefined)	x	-1	-1	-11	-0.2	6	-16	1.8	1.2	-3
C[C@H](CO)N1C[C@H](C)[C@@H](CN(C)S(=O)(=O)c2cn(C)cn2)OCc2cn(nn2)CCCC1=O	x	-1	-2	4	-0.1	2	1	-0.6	-1.8	-4
O=C1CC[C@@H]2CC3(C[C@@H]4CCN1[C@H]24)Nc1cc(Cl)ccc1NC3=NC1CCCCC1 (some centres undefined)	5	0	0	-14	-0.1	8	2	0.1	2.3	-5
Cn1c(=O)c2cc(NC(=O)CCc3ccc4c(c3)OCO4)ccc2n1Cc1ccc(F)cc1	x	-2	2	-2	0.0	8	-6	-0.4	1.3	-6
O=C(CSc1nnc(-c2ccccc2Br)o1)N1CCOCC1	2	0	0	1	0.4	-2	4	1.6	0.6	1
COc1ccc(C/C(C)=N/NC(=O)c2ccncc2)cc1	-5	-4	-2	1	-0.2	1	5	1.8	-2.2	11
CCCCOC(=O)Nc1ccc(S(=O)(=O)Nc2nccs2)cc1	-6	-1	-1	-2	-0.2	6	-4	-0.8	-0.3	7
CC1=CN2C(=N)/C(=C/c3ccc(C)o3)C(=O)N=C2S1	-8	-7	-2	16	-0.9	-16	-6	1.9	-1.2	-9
Cn1c(C(=O)N(Cc2ccccc2)Cc2cccs2)cc2sccc21	-11	-4	-3	-9	-0.2	-3	-13	1.5	5.1	3
Cc1ccc(S(=O)(=O)N2CCN(CC(=O)NC3CCCc4ccccc43)CC2)c(C)c1 (centres undefined)	3	-10	0	-5	-0.7	-1	-4	0.2	1.5	-4
O=C1CN(C(=O)COC(=O)CCS(=O)(=O)c2ccccc2)c2ccccc2N1	-6	1	-3	4	-0.1	2	-2	-0.7	-0.4	12
COc1ccc(NC(=O)Nc2nnc(C(C)C)s2)cc1	-4	-2	2	-8	-0.1	-3	1	0.4	1.6	-1
CN1CCC(OC(=O)c2ccccc2Cl)CC1	-3	-9	1	0	-0.6	-16	7	-1.1	-1.3	-4
CCOC(=O)c1c(CC(C)C)csc1N	-1	-3	0	-2	0.0	0	-1	-0.1	1.9	-11
O=[N+]([O-])c1cc(C(F)(F)F)cc([N+](=O)[O-])c1NCc1cccnc1	8	-13	1	8	-1.7	-25	-8	3.5	0.2	-18
Cc1ccc(OCc2cc(C(=O)NC(C)Cc3cccnc3)no2)cc1C (centres undefined)	-3	-2	0	-4	-0.4	-2	1	0.1	-0.9	-5
CCc1nc(SCC(=O)Nc2cc(C)on2)c2c(=O)n(C)c(=O)n(C)c2n1	-1	-1	-2	1	0.5	-1	-13	-0.1	0.2	2
COC(=O)[C@@]12C[C@@H](CC(=O)NCc3ccc(OC)c(OC)c3)C(=O)N(Cc3ccco3)C1=CCC(C)(C)C2	x	x	x	x	-0.1	-2	-5	1.3	-0.1	x
COc1cccc(CN2CCNC(=O)C2CC(=O)NCCc2ccccn2)c1 (centres undefined)	1	-3	0	-5	-0.2	-3	-3	0.3	-1.3	12

Some of these compounds in order of length of the SMILES, rising.
SMILES	Scp-1 inhibitor	bovine MsrA act	STEP block	DNMT1 block	TbMetRS inhib	SUMO1-SIM PPI	NRP1-CendR mod	MsrA inhibitor	LMPTP inh	eLon inh
CN1CCC(OC(=O)c2ccccc2Cl)CC1	-3	-9	1	0	-0.6	-16	7	-1.1	-1.3	-4
COc1ccc(C/C(C)=N/NC(=O)c2ccncc2)cc1	-5	-4	-2	1	-0.2	1	5	1.8	-2.2	11
Cn1c(C(=O)N(Cc2ccccc2)Cc2cccs2)cc2sccc21	-11	-4	-3	-9	-0.2	-3	-13	1.5	5.1	3
Cc1ccc(OCc2cc(C(=O)NC(C)Cc3cccnc3)no2)cc1C (centres undefined)	-3	-2	0	-4	-0.4	-2	1	0.1	-0.9	-5
COc1cccc(CN2CC(C(=O)NCCc3ccc(C)s3)CCC2=O)c1 (centres undefined)	-4	-7	0	2	-0.4	0	4	1.5	3.7	-17
Cc1cc(C)c(C(=O)COC(=O)C2CC3CCCC(C2)C3=O)c(C)c1 (centres undefined)	-1	-7	1	4	-0.8	4	4	0.6	3.5	-11
O=C1CN(C(=O)COC(=O)CCS(=O)(=O)c2ccccc2)c2ccccc2N1	-6	1	-3	4	-0.1	2	-2	-0.7	-0.4	12
CCc1nc(SCC(=O)Nc2cc(C)on2)c2c(=O)n(C)c(=O)n(C)c2n1	-1	-1	-2	1	0.5	-1	-13	-0.1	0.2	2
Cc1ccc(S(=O)(=O)N2CCN(CC(=O)NC3CCCc4ccccc43)CC2)c(C)c1 (centres undefined)	3	-10	0	-5	-0.7	-1	-4	0.2	1.5	-4
Cn1c(=O)c2cc(NC(=O)CCc3ccc4c(c3)OCO4)ccc2n1Cc1ccc(F)cc1	x	-2	2	-2	0.0	8	-6	-0.4	1.3	-6
O=C1CC[C@@H]2CC3(C[C@@H]4CCN1[C@H]24)Nc1cc(Cl)ccc1NC3=NC1CCCCC1 (some centres undefined)	5	0	0	-14	-0.1	8	2	0.1	2.3	-5
CCCCNC(=O)C[C@@H]1C[C@@]2(C(=O)OC)CCCCC=C2N(CCc2ccc(OC)c(OC)c2)C1=O	x	x	x	x	-0.9	-3	2	0.3	-2.1	x
COC(=O)[C@@]12C[C@@H](CC(=O)NCc3ccc(OC)c(OC)c3)C(=O)N(Cc3ccco3)C1=CCC(C)(C)C2	x	x	x	x	-0.1	-2	-5	1.3	-0.1	x

Compound activity: PubChem, several laboratories
